Bioassay records from PubChem.
hgDAF12 agonist: H. glycines DAF-12 receptor agonists, primary screen, cell-based, luminescence, HEK293, GAL4 fusion, UAS-luciferase; HEK293 GAL4-hgDAF12 UAS-luciferase reporter, agonist luminescence; normalized to butyrate control; 1.8% of 370,000 active; Nuclear hormone receptor DAF-12 (Heterodera glycines), GAL4 fusion; AID 687014, 2013; activation, % at 6.8 µM;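 active = activation above a cutoff set at the mean of all screened compounds plus 3 SD, cut at about 10% in these data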;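 note: 0% = DMSO wells and 100% = sodium butyrate wells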
GC-A act: GC-A stimulated cGMP production enhancers – HEK293 GC-A cells, cGMP TR-FRET, EC30 ANP, primary screen. AID 1671463, 2021. 0% at EC30 ANP, 100% saturating ANP. activation, % at 10 µM. Atrial natriuretic peptide receptor 1 (Homo sapiens), P16066. 0.14% of 370,000 active; in the data active = activation above about 40%
ssDAF-12 act: S. stercoralis DAF-12 nuclear receptor activators, primary screen, cell-based, luminescence, HEK293, GRIP1 co-expression, lit1-tk-luc; activation, % at 6.8 µM; 1% of 370,000 active; HEK293 ssDAF-12/GRIP1 lit1-tk-luc reporter; % of 3 µM dafachronic acid response; AID 652126, 2013;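 active = activation above the mean over all tested compounds plus 3 SD, cut at about 0.9% in these data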;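 note: 0% = DMSO-only wells and 100% = 3 µM delta7-dafachronic acid wells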
DAX1 inh-1: DAX1 (NR0B1) inhibitors, primary screen, cell-based, HEK293, Gal4-DAX1, luciferase luminescence; inhibition, % at 6.75 µM; Nuclear receptor subfamily 0 group B member 1 (Homo sapiens), P51843; HEK293 Gal4-DAX1 luciferase reporter; 0.99% of 340,000 active; AID 504766, 2011;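 active = inhibition above the mean over all tested compounds plus 3 SD, cut at about 4.2% in these data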;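 note: 0% = DAX1-transfected cells with DMSO and 100% = empty-vector control cells with DMSO; inhibition shows as a rise in luminescence from relieved DAX1 repression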
Target sequence (P51843 207-470 limits assumed): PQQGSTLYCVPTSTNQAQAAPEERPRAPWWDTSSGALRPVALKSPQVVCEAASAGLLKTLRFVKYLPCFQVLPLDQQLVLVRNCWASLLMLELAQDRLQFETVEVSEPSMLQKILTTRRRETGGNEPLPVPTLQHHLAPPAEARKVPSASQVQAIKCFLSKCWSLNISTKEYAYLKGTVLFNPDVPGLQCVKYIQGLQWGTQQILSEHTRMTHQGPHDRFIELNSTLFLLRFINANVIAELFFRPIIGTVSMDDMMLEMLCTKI
hcDAF-12 act: H. contortus DAF-12 nuclear receptor activators, primary screen, cell-based, luminescence, HEK293, lit1-tk-luc reporter; HEK293 hcDAF-12 lit1-tk-luc reporter; 0% DMSO, 100% Δ7-dafachronic acid; activation, % at 6.8 µM; 1.4% of 370,000 active; AID 652067, 2013;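 active = activation above the mean of all tested compounds plus 3 SD, cut at about 5.5% in these data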;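 note: 100% = response to 3 µM Δ7-dafachronic acid high control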
sPLA2-III inh: human group III sPLA2 inhibitors, primary screen, biochemical, QFRET, BODIPY PC-A2 liposome substrate. 0.56% of 370,000 active. Group 3 secretory phospholipase A2 (Homo sapiens), Q9NZ20. QFRET BODIPY PC-A2 liposome hydrolysis, fluorescence. inhibition, % at 12.2 µM. AID 743126, 2013;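 active = inhibition above mean plus 3 SD of compounds lying within the high and low control bounds, cut at about 19% in these data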;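 note: 0% = median of test compound wells and 100% = no enzyme DMSO wells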
Target sequence (Q9NZ20 whole entry, looked up): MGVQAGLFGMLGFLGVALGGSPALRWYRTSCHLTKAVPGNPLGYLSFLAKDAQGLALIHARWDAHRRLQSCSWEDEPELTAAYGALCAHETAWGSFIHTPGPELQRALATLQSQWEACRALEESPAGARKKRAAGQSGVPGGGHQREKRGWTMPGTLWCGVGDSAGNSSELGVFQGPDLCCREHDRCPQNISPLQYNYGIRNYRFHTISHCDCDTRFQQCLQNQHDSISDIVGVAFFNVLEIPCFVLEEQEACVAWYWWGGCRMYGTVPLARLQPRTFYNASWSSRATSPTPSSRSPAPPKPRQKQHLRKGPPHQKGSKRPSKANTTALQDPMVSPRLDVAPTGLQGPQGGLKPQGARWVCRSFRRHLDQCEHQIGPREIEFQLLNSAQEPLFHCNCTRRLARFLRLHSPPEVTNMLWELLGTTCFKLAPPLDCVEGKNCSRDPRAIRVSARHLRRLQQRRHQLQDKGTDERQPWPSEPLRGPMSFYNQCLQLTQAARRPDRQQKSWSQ
FXN GAA850 act: FXN promoter activators, primary screen, cell-based, luciferase luminescence, HEK293 lucGAA850; 0.56% of 360,000 active; activation, % at 6 µM; AID 540364, 2011; HEK293 lucGAA850 FXN promoter luciferase reporter, 24 h; percent of 10 µM SAHA response;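 active = activation above the average of all compounds screened plus 3 SD, cutoff fixed separately per campaign, cut at about 7.5% in these data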;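 note: 0% = DMSO wells and 100% = 10 µM SAHA wells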
SMARCA2 act: SMARCA2 (BRM) function activators, primary screen, cell-based, luminescence, high throughput. 1% of 370,000 active. MG213 cells, MMTV-luciferase reporter, dexamethasone, overnight. activation, % at 9.1 µM; in the data active = activation above about 7.8%;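 note: 0% = vehicle wells and 100% = reference activator wells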
DAX1 inh-2: DAX1 (NR0B1) inhibitors on StAR promoter, primary screen, cell-based, luminescence, SF-1 (NR5A1), full-length DAX-1. HEK293T StAR-luciferase reporter, SF-1/DAX-1 repression relief. inhibition, % at 6.8 µM. 1.1% of 370,000 active. AID 652010, 2013;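 active = inhibition above the mean over all tested compounds plus 3 SD, cut at about 3.6% in these data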;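 note: 0% = DAX-1 cells with DMSO and 100% = cells lacking DAX-1 with DMSO; higher inhibition means more luminescence from relief of DAX-1 repression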
ADAM10 inh: human ADAM10 inhibitors, primary screen, biochemical, QFRET, HTS | recombinant ADAM10, EDANS/DABCYL FRET peptide cleavage, 3 h | inhibition, % at 7 µM | 0.62% of 370,000 active | AID 720582, 2013;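 active = inhibition above a per-campaign cutoff equal to the mean of compounds falling between control-based bounds plus 3 SD, cut at about 20% in these data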;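 note: 0% = DMSO wells while the 100% control is not disclosed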
NPR2 activator: human GC-B receptor activators, primary screen, HEK293 GC-B cells, cGMP TR-FRET, EC30 CNP | Atrial natriuretic peptide receptor 2 (Homo sapiens), P20594 | 0% at EC30 CNP, 100% saturating CNP | activation, % at 10 µM | 0.11% of 370,000 active | AID 1920062, 2024;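 active = activation at 10 µM reaching about 35% in either raw or pattern-adjusted values, limit read from the data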
Numbers without * were called inactive; i = inactive; · = no result given.

SMILES	hgDAF12 agonist	GC-A act	ssDAF-12 act	DAX1 inh-1	hcDAF-12 act	sPLA2-III inh	FXN GAA850 act	SMARCA2 act	DAX1 inh-2	ADAM10 inh	NPR2 activator
O=C(CCS(=O)(=O)c1cc2c(cc1Cl)NC(=O)CO2)NCCc1ccccc1	3.4	-1	-0.6	-0.2	-1.9	-1	2.4	0	0.0	-8	1
COc1ccc2sc(C)cc(=O)c2c1	-2.0	-3	-0.5	2.1	-2.2	18	0.6	-3	-0.3	i	-2
O=C(CSc1nnc(Cc2ccccc2)o1)Nc1cccc(F)c1	2.7	0	-1.0	-0.3	-0.3	-2	0.6	-1	-0.5	1	-3
O=c1c2sc3nc(N4CCOCC4)c4c(c3c2ncn1CCc1ccccc1)CCCC4	0.1	16	-1.3	0.8	-0.4	5	2.8	-2	0.3	0	23
CCC/C(O)=C1\C(=O)CC(C)(C)CC1=NCCO	-0.6	2	-1.0	-0.1	0.1	2	1.0	1	0.0	8	9
Oc1ccc(N=Nc2ccc(Br)cc2)c(O)c1	1.0	2	-0.8	3.1	-1.0	-3	0.4	7	1.2	-5	-5
O=C(O)c1ccc(/C=N/NC(=S)NCCN2CCOCC2)cc1	-1.4	0	-1.3	0.5	0.9	12	2.6	-4	-0.6	-4	8
c1csc(Cc2nn3c(-c4ccncc4)nnc3s2)c1	5.2	6	-1.8	-2.3	-1.1	1	-3.6	-2	-0.4	-5	-3
C[C@H](NC(=O)c1nc[nH]c1C(=O)N1CCN(c2ccccc2)CC1)C(=O)OC(C)(C)C	0.8	-4	-1.4	-0.6	-1.0	-7	1.4	1	0.3	3	-1
COc1ccc(-c2cn[nH]c2-c2ccc(OCC(=O)NN)cc2O)cc1	0.9	-1	-0.7	-1.0	-0.6	-14	-2.5	-3	-0.2	11	-2
O=[N+]([O-])c1cc(-c2nnc(C34CC5CC(CC(C5)C3)C4)o2)cc([N+](=O)[O-])c1	3.0	0	-1.8	0.9	-0.5	0	6.0	1	0.2	-2	1
O=C(O)c1cn(CCOc2ccccc2Cl)c2ccccc12	-2.4	5	-0.5	0.0	0.0	-1	2.4	-2	0.0	-3	2
O=C(Nc1ccc(N2CCN(C(=O)c3ccccc3)CC2)c(Cl)c1)c1ccco1	-1.1	-2	-2.1	-1.6	-3.0	-18	-2.4	-1	-1.1	8	-12
O=C(COC(=O)c1cccnc1Cl)NC1CCCc2ccccc21 (stereo not given)	6.9	2	-1.1	-0.3	0.2	10	-0.1	-2	-0.4	-12	-3
COc1nc(N)c(S(=O)(=O)c2ccccc2)cc1C#N	-1.3	-4	-1.8	-0.3	-0.9	-8	2.2	0	-0.3	-26	3
Cc1cccc(N2CCN(C(=O)C(C)C)CC2)c1C	-0.7	2	-1.1	-0.3	-2.4	1	-0.2	2	-1.1	-2	5
O=C(COC(=O)[C@H](Cc1ccccc1)NC(=O)c1cccs1)Nc1c(Cl)cccc1Cl	-2.5	-5	0.1	0.0	0.5	-19	2.5	2	-0.4	5	1
Cc1ccc(CNC(=O)c2cc(S(=O)(=O)N3CCCCC3)ccc2N2CCOCC2)cc1	-0.4	-1	-1.9	-0.3	-1.7	-10	-1.1	-4	-2.1	-4	8
COc1cc(C(=O)COC(=O)c2ccc3c(c2)OCCO3)cc(OC)c1OC	0.6	-1	-1.0	1.0	-1.0	-1	-1.8	1	0.5	6	3
CCCCCCCCN1C(=O)[C@@H](CC(=O)NCc2cccs2)C[C@@]2(C(=O)OC)C1=C[C@H](C1CCCC1)O[C@@H]2C	-1.4	-2	-0.9	·	2.4	0	·	0	-0.1	-6	5
COc1ccc(Cl)c(Cn2c(NCC(C)O)nc3c2c(=O)n(C)c(=O)n3C)c1 (stereo not given)	-1.0	8	-1.7	0.8	-0.6	3	3.0	1	-0.6	10	8
CNC(=O)C1CCN(S(=O)(=O)c2c(C)noc2/C=C/c2ccc(C)cc2)CC1	1.9	-2	-0.8	0.7	0.9	4	1.5	-1	0.0	-9	3
COc1ccc(/C=N/NC(=O)Cc2cc(OC)c(OC)cc2[N+](=O)[O-])cc1	1.9	3	-0.3	-0.2	-2.6	-10	3.3	3	-0.2	4	2
COCCNC(=O)CCCC(=O)NCCOC	1.2	4	-1.1	0.0	0.9	-4	1.8	1	-0.2	3	1
COc1cc([N+](=O)[O-])cc(/C=N/NC(=O)Cn2cncn2)c1O	0.5	3	-1.3	-0.3	0.0	-1	2.1	-4	0.7	-6	4
COc1ccc(N(C)C(=O)c2cc3c(s2)-c2ccccc2OC3)c(OC)c1	6.6	-9	-1.6	1.0	1.5	0	-1.4	-3	-1.4	-3	-8
COC(=O)C1=C(C)N(C)C(=S)NC1c1ccccc1 (stereo not given)	2.9	4	-1.0	0.0	-1.5	8	0.6	-2	0.1	2	18
COC(=O)c1ccc(CSc2ccccc2NC(=S)Nc2cccc(C(F)(F)F)c2)o1	2.7	3	-1.1	1.7	0.7	5	3.5	5	1.3	5	5
Cc1ccc(-c2nn(-c3ccccc3)cc2/C=N/O)cc1	-1.4	10	-1.1	0.3	-0.6	-7	-0.2	-2	-0.1	16	4
C=CCN(CC(=O)Nc1cccnc1)S(=O)(=O)c1ccc(Cl)cc1	-2.4	-2	-1.1	2.8	-0.9	6	-0.5	-4	0.5	-10	-1
COc1cc(-n2c(=O)c3ccccc3n(Cc3cccnc3)c2=O)cc(OC)c1OC	0.1	-1	-1.4	-1.2	0.5	6	3.5	1	0.0	0	5
c1ccc(-n2c(SCc3cccc4ccccc34)nnc2-c2ccccn2)cc1	-1.9	-8	-1.3	·	-4.2	-7	·	-4	-2.1	3	-12
COc1cc(NC(=O)c2ccccc2)c(OC)cc1Cl	4.0	3	0.5	0.0	5.8*	-3	-2.9	1	-0.4	-5	-5
CC(=O)c1cccc(-c2ccnc3c2CC(C(=O)Nc2cccc(C(F)(F)F)c2)O3)c1 (stereo not given)	-4.5	0	-2.1	·	-3.6	-17	-3.3	-4	-1.9	5	-2
Cc1ccccc1OCC(=O)NN1C(=O)C2C3C=CC(O3)C2C1=O (stereo not given)	0.8	0	-1.0	-0.4	-0.2	-2	1.3	1	0.1	-7	3
Cn1nc(C(C)(C)C)cc1NC(=O)Nc1cc(Cl)cc(Cl)c1	1.8	-9	-1.7	-1.4	-0.8	-5	-1.2	-3	-0.5	5	-11
COc1ccc(C(C(=O)NC2CCCCC2)N(Cc2cccnc2)C(=O)c2snc(C(N)=O)c2N)cc1 (stereo not given)	0.8	-6	-1.6	0.2	-0.9	3	-1.3	-3	0.4	-36	-1
COc1cccc(NC(=O)C(C)(C)C)c1	1.4	0	-1.5	0.5	-0.8	3	3.4	0	-0.1	0	2
CC1CC(CC(C)C(=O)Nc2nncs2)C(=O)O1 (stereo not given)	-0.9	-3	-1.1	-0.4	0.3	0	-1.0	-1	0.1	2	3
COc1ccc(C)cc1S(=O)(=O)N1CCCC(N2CCOCC2)C1 (stereo not given)	-0.8	0	-0.5	-0.7	0.7	-5	-2.0	1	-0.1	-2	1

Complete entries as entered above. Values in the order: hgDAF12 agonist	GC-A act	ssDAF-12 act	DAX1 inh-1	hcDAF-12 act	sPLA2-III inh	FXN GAA850 act	SMARCA2 act	DAX1 inh-2	ADAM10 inh	NPR2 activator
`COc1ccc(/C=N/NC(=O)Cc2cc(OC)c(OC)cc2[N+](=O)[O-])cc1` as listed: 1.9	3	-0.3	-0.2	-2.6	-10	3.3	3	-0.2	4	2
`C=CCN(CC(=O)Nc1cccnc1)S(=O)(=O)c1ccc(Cl)cc1` as listed: -2.4	-2	-1.1	2.8	-0.9	6	-0.5	-4	0.5	-10	-1

Additional structures.
SMILES	hgDAF12 agonist	GC-A act	ssDAF-12 act	DAX1 inh-1	hcDAF-12 act	sPLA2-III inh	FXN GAA850 act	SMARCA2 act	DAX1 inh-2	ADAM10 inh	NPR2 activator
O=C(N/N=C/C=C/c1ccccc1)C(O)c1ccccc1 (stereo not given)	3.4	-3	-1.0	0.4	0.9	4	4.0	2	0.9	-3	0
COc1ccc(-n2c(SCC(=O)Nc3ccc(S(=O)(=O)Nc4cc(C)nc(C)n4)cc3)nnc2-c2ccco2)cc1	-1.2	6	-1.3	·	-0.8	-16	·	-6	0.6	-11	2
Cc1cccc(C)c1-n1nnnc1C1c2ccccc2C(=O)N1C1CC1 (stereo not given)	-0.3	4	-1.1	·	-0.3	7	·	0	4.9*	-13	2
O=C(N/N=C/C=C/c1ccc2c(c1)OCO2)c1ccc([N+](=O)[O-])cc1	-0.1	-1	-1.3	0.3	-0.8	0	-3.5	1	0.5	1	-3
CCCc1nnc(NC(=O)Cn2c(=O)sc3ccccc32)s1	-1.3	2	-0.5	0.9	-0.3	-1	-3.1	0	-1.0	-2	2
CCOCCCNC(=S)N1C2CCC1CC(NC(=O)NC13CC4CC(CC(C4)C1)C3)C2 (stereo not given)	-2.5	4	-1.4	2.0	-1.1	9	1.7	-2	-0.3	9	1
COCCN(CCOC)S(=O)(=O)c1ccc(C(=O)Nc2nnc(C)o2)cc1	-1.2	-1	-0.8	0.1	-0.2	0	0.2	-3	0.3	4	6
CCn1c(NN)nc2sc3c(c2c1=O)CCC3	0.8	-4	-0.8	1.5	0.4	1	0.7	1	-0.1	6	-5
CCOCCn1c(CN2CCOCC2)nc2c1c(=O)[nH]c(=O)n2C	3.2	3	-0.7	0.0	1.2	5	0.2	-1	0.0	-2	-1
Cc1ccc(-c2csc(=Nc3cccnc3)n2CCCn2ccnc2)cc1C	-1.0	-3	-2.9	-2.6	-7.2	-21	-5.7	-7	-1.5	-9	6
CCOC(=O)C1CCN(C(=O)COC(=O)CSc2ccccc2C)CC1	2.1	-2	-1.2	1.4	0.8	3	-0.5	1	1.1	-13	-1
COC(=O)C(NS(=O)(=O)c1ccc(C)cc1)c1ccccc1 (stereo not given)	-1.2	-2	-0.9	-1.6	0.7	-7	0.3	1	-0.3	-1	-9
CCOC(=O)C(=CN=C(N)Nc1nc2ccccc2o1)C(=O)OCC	2.0	0	-0.7	0.9	3.1	3	-0.9	1	0.4	-5	0
COCCNC(=O)c1ccccc1NC(=O)c1ccccc1SC	-0.6	-1	-1.7	1.3	-1.2	6	1.6	2	-0.2	6	-4
Cc1ccc(Oc2nc3ccccc3n3cccc23)cc1	0.1	-4	-1.2	0.1	1.1	1	1.8	4	-0.4	-8	-3
Cc1cccc(C(=O)NCC(=O)OCC(=O)N(C)CC(=O)Nc2ccccc2Cl)c1	0.0	7	-1.4	-0.4	-0.6	10	2.6	-1	0.3	-13	1

Random draw from the library, and some 6.6% of all compounds hit somewhere here.
